High-throughput results (PubChem)
TbPYK inhibitor = qHTS of Trypanosoma Brucei Inhibitors. Potency, µM (highest dose often 76.8 µM), without a hit: top-dose activity, negative = inhibition, actives largely listed as inhibitors. pyruvate kinase (Trypanosoma brucei), Q57TT1. AID 624173, 2012. actives 0.12% (n = 410,000). TbPYK enzyme, Kinase-Glo Plus ATP luminescence, 45 min; note: potency is the fitted concentration of half-maximal effect; % is set by controls: 0 for no effect and ±100 for the full control effect; nearly all actives have a fitted effect of over 50% in size
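Luminescence from Kinase-Glo Plus, added after a 45-minute room-temperature reaction, served as the end-point read-out. The enzyme and substrate were preincubated with compound before ADP (130 uM final) initiated turnover. Concentration-effect curves came from normalized qHTS data.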
CHX counter = Cycloheximide Counterscreen for Small Molecule Inhibitors of Shiga Toxin. cell reporter, cycloheximide protein synthesis inhibition counterscreen. max response, %. actives 12% (n = 300,000); in the data active = max response mostly above about 13%, no sharp cut-off; inactive = mostly below about 14%; note: read at 38.3 µM for the half of the compounds with a filed dose; 0% is about no effect
Pf growth 96h = Primary qHTS for delayed death inhibitors of the malarial parasite plastid, 96 hour incubation; P. falciparum luciferase reporter growth, 96 h; Potency, µM (titrated, usually from 28.7 µM), inactives show at the highest dose activity change, negative = inhibition, hits mostly inhibitors; actives 6.9% (n = 320,000); note: potency is the fitted concentration of half-maximal effect; % is set by controls: 0 for no effect and ±100 for the full control effect
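Cell-based qHTS: luciferase-tagged P. falciparum in erythrocytes (2% hematocrit, 0.05% parasitemia final) incubated with compounds for 96 hours, 37 C, 5% CO2; luciferase detection reagent then added and luminescence measured.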
LmPK inhibitor = qHTS Assay for Inhibitors of Leishmania Mexicana Pyruvate Kinase (LmPK) | Q27686 | purified LmPK, Kinase-Glo ATP luminescence, 1 h | Potency, µM (series often up to 57.5 µM), for the others: top-dose activity change, negative = inhibition, usual class: inhibitors | actives 0.37% (n = 290,000) | AID 1721, 2009; note: potency is the fitted concentration of half-maximal effect; % is set by controls: 0 for no effect and ±100 for the full control effect
Target sequence (Q27686 whole entry, looked up): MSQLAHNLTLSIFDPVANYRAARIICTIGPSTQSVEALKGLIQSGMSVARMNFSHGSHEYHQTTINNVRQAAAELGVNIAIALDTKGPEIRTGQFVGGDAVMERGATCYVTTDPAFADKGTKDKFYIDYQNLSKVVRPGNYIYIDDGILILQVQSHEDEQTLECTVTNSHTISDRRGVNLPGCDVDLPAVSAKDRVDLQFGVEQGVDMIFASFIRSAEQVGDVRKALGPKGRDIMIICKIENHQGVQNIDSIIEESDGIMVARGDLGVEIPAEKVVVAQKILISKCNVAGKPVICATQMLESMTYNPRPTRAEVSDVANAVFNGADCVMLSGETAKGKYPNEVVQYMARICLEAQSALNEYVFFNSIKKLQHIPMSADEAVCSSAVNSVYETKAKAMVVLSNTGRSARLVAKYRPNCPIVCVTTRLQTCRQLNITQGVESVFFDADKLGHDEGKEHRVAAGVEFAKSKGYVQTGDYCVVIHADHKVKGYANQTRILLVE
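Purified LmPK (0.1 nM) converted ADP (0.1 mM) to ATP with PEP (0.5 mM) in imidazole buffer pH 7.2 with KCl and MgCl2, 1 h at room temperature. ATP was read by Kinase-Glo luminescence; data normalized to uninhibited and no-enzyme controls.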
HCV inh = qHTS Assay for Inhibitors of Hepatitis C Virus (HCV); actives 3.4% (n = 340,000); Huh7.5.1 HCVcc-Cre infection, luciferase reporter, 44 h; AID 651820, 2012; Potency, µM (highest dose often 41.8 µM), inactives show top-dose activity change, negative = inhibition, most hits filed as inhibitors; note: potency is the fitted concentration of half-maximal effect; % is set by controls: 0 for no effect and ±100 for the full control effect
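1,000 cells/well; 4 h culture; + compound; + HCVcc-Cre (~0.5 moi); 44 h; luciferase substrate, RT 15 min; read 15 sec.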
Shiga inhibitor = A qHTS for Small Molecule Inhibitors of Shiga Toxin. Vero cells, Shiga toxin protein synthesis inhibition reporter. inhibition, % at 38.7 µM. actives 9.2% (n = 290,000); in the data active = inhibition mostly above about 28%, no sharp cut-off; inactive = mostly below about 43%; note: 0% is about no effect
Pf growth 48h = Primary qHTS for delayed death inhibitors of the malarial parasite plastid, 48 hour incubation; P. falciparum luciferase growth in erythrocytes, 48 h; Potency, µM (top dose mostly 28.7 µM), for inactives: top-dose activity change, negative = inhibition, most hits filed as inhibitors; actives 5.9% (n = 310,000); AID 504832, 2011; note: potency is the fitted concentration of half-maximal effect; % is set by controls: 0 for no effect and ±100 for the full control effect
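Growth was read as firefly luciferase luminescence after a 48 h, 37 C, 5% CO2 exposure of compounds to reporter-bearing P. falciparum cultures (0.1% parasitemia, 2% hematocrit final) in Albumax-supplemented RPMI 1640.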
Numbers without * were called inactive; ? = inconclusive; · = no result given; & = joins results of further samples; [ ] = dose if it differs, or a comment. Unless noted, calls come from the whole dose curve; as a rule, active = well fitted curve in the direction sought with a large enough effect; inconclusive = small, poorly fitted or top-dose-only effect, or another doubt; inactive = no such curve, though single readings can be large; an effect the other way counts as inactive or inconclusive.

SMILES | TbPYK inhibitor | CHX counter | Pf growth 96h | LmPK inhibitor | HCV inh | Shiga inhibitor | Pf growth 48h
COc1ccc(C(=O)Nc2ccc(C(=O)O)cc2NC(=O)c2ccc(OC)cc2)cc1 | 4% | 1 | -11% | -9% | 19% | -6 | 8%
Nc1nnc(CC(=O)NCc2ccccc2)s1 | -6% | -2 | 68%[activator] | -1% | 9% | 20 | -8%
O=C(Nc1cccs1)Nc1ccccc1Br | 1% | 30* | ? | -2% | ? | 47* | 78%[activator]
COC(=O)c1ccc(NC(=O)CSc2nncn2-c2ccccn2)cc1 | 0% | -3 | -12% | -3% | 5% | 13 | 39%[activator]
Cc1nc2ccccc2c(=O)n1NC(=O)/C=C/c1ccccc1Cl | 0% | 2 | -9% | -3% | 3% | -5 | 14%
OCc1cn(-c2ccc(Cl)cc2)nn1 | 1% | 5 | 11% | -8% | 5% | -7 | 30%[activator]
O=C(Nc1nncs1)C1COc2ccccc2O1 (stereo unspecified) | -5% | 14* | 36%[activator] | -10% | 13% | 50* | 40%[activator]
O=C(O)C1CC(=O)N(Cc2ccccc2)C1 (stereo unspecified) | 1% | -2 | 176%[activator] | 0% | ? | 2 | 6%
COc1ccccc1CNC(=O)CCC(=O)N1CC(C)Sc2ccccc21 (stereo unspecified) | 2%&4% | -1 | 37%[activator] | 2% | -17% | -3 | 1%
COc1cc2ccccc2cc1C(=O)N1CCCC1 | 0% | -3 | -14% | -4% | -6% | -16 | 107%[activator]
O=C(CS(=O)(=O)Cc1ccccc1)Nc1nnc(C(F)(F)F)s1 | 1% | -2 | 6% | 4% | 22% | 11 | 12%
Cc1c(C(=O)NC2CCCCC2)oc2ccccc12 | 1% | 39* | ? | -3% | 8% | 61 | 71%[activator]
CCN(CC)CCN(C(=O)c1ccc(S(=O)(=O)N2CCCCC2)cc1)c1nc2cc3c(cc2s1)OCO3 | 1% | 12 | 0% | 1% | 9% | 13 | -1%
COc1ccc(NC2CCCN(C(=O)CCOc3ccccc3)C2)cc1 (stereo unspecified) | -5% | -2 | ? | 1% | 12% | -3 | -6%
Nc1cc(N)nc(SCC(=O)Nc2ccc3c(c2)OCCCO3)n1 | -4% | 23* | · | 1% | 20% | 41 | 42%[activator]
Cc1ccccc1NC(=O)Cc1nnc(SCC(=O)NC2CCCC2)n1C | 8% | -5 | 7% | 0% | 3% | -2 | 5%
O=c1oc(-c2ccccc2)nc2ccsc12 | 1% | -1 | · | -4% | 8% | -16 | 0%
O=C(Nc1ccccc1)OCCCCCOC(=O)Nc1ccccc1 | 3% | -4 | 0% | 0% | ? | · | 8%
CCN1CCCC1CN(Cc1cc2ccc(C)c(C)c2[nH]c1=O)C(=O)Nc1ccccc1OC (stereo unspecified) | -12% | 8 | ? | 1% | ? | 25 | 0%
CCSc1nnc(Cc2cc(=O)[nH]c(=O)[nH]2)n1-c1ccc(F)cc1 | 2% | -4 | ? | 0% | ? | -8 | 5%
CCOc1ccc(N2C(=O)C3C4C=CC(CC4)C3C2=O)c([N+](=O)[O-])c1 (stereo unspecified) | -8% | -2 | ? | 2% | 23% | -8 | 22%
O=C(O)c1cccc(N2C(=O)c3cccc(Oc4ccc(Cl)cc4)c3C2=O)c1 | 5% | 19* | ? | 5% | 8% | 1 | -4%
O=C(OCCN1CCOCC1)c1cccnc1 | -4%&-12% | -5&-4 | ? | 5%&3% | -6%&28% | -19&-13 | ?
CN(C)S(=O)(=O)c1ccc(-c2csnn2)s1 | -12% | -1 | -17% | 1% | 13% | -3 | ·
Cc1ccc(N(CC(O)Cn2c3ccccc3c3ccccc32)S(C)(=O)=O)cc1 (stereo unspecified) | -8% | 5 | ? | 3% | -1% | 2 | ·
COc1ccc(C(=O)Oc2ccc3ccc(=O)oc3c2)cc1 | 5% | -3 | 36%[activator] | -6% | 2% | -3 | ·
CN(C(=O)c1ccncc1)C1CCS(=O)(=O)C1 (stereo unspecified) | -5% | -3 | -3% | 1% | 10% | -6 | 24%
Cc1nc2c(-c3ccccc3)c(C)nn2c(C)c1CCC(=O)N1CCC2(CC1)OCCO2 | -1% | 13 | ? | -2% | 3% | 22 | -63%
CN(CC(=O)Nc1ccc(F)cc1)CC(=O)N(C)C1(C#N)CCCCC1 | 0% | · | -29% | · | -3% | · | -28%
CC(C)(C)C(=O)C(Cl)C(=O)Nc1ccccc1 (stereo unspecified) | -9% | -1 | 9% | -2% | 4% | -4 | 2%

Looked up by structure from the entries so far, 5 records:
SMILES | TbPYK inhibitor | CHX counter | Pf growth 96h | LmPK inhibitor | HCV inh | Shiga inhibitor | Pf growth 48h
CCN(CC)CCN(C(=O)c1ccc(S(=O)(=O)N2CCCCC2)cc1)c1nc2cc3c(cc2s1)OCO3 | 1% | 12 | 0% | 1% | 9% | 13 | -1%
O=C(CS(=O)(=O)Cc1ccccc1)Nc1nnc(C(F)(F)F)s1 | 1% | -2 | 6% | 4% | 22% | 11 | 12%
O=C(Nc1cccs1)Nc1ccccc1Br | 1% | 30* | ? | -2% | ? | 47* | 78%[activator]
CCSc1nnc(Cc2cc(=O)[nH]c(=O)[nH]2)n1-c1ccc(F)cc1 | 2% | -4 | ? | 0% | ? | -8 | 5%
COc1ccc(C(=O)Nc2ccc(C(=O)O)cc2NC(=O)c2ccc(OC)cc2)cc1 | 4% | 1 | -11% | -9% | 19% | -6 | 8%

Continued.
SMILES | TbPYK inhibitor | CHX counter | Pf growth 96h | LmPK inhibitor | HCV inh | Shiga inhibitor | Pf growth 48h
CCOC(=O)Cc1csc(NC(=O)CSc2nc(=O)[nH]c3c2CCCC3)n1 | -5% | · | ? | · | 4% | · | ?
CSCCC(NC(=O)c1ccc([N+](=O)[O-])cc1Cl)C(=O)OCC(=O)N(C)C (stereo unspecified) | -3% | 1 | 54%[activator] | -3% | 7% | 12 | 16%
CCOc1ccccc1NC(=O)C1CCN(c2ccc(S(=O)(=O)N3CCCC3)cc2)CC1 | 0% | -4 | -23%[5.75 µM] | 4% | ? | 1 | 4.7µM*
O=C(O)c1ccc2oc(SCC(=O)N3CCCCC3)nc2c1 | 3% | 23* | · | -1% | 2% | 58* | 116%[activator]
Cc1ccc(C2CC(c3cccc(NS(C)(=O)=O)c3)=NN2S(C)(=O)=O)cc1 (stereo unspecified) | -13% | 45* | 40%[activator] | -1%[11.5 µM] | 0% | 78* | 57%[activator]
CCCC(=O)n1nc(-c2ccccc2)nc1N | -1% | -1 | -9% | 3% | 2% | 17 | 6%
COC(=O)c1ccc(C(=O)OC)c(-n2c(=O)c3ccccc3c3ccccc3c2=O)c1 | 4% | 3 | 39%[activator] | 4% | 36%[activator] | 13 | 14%
COc1ccc(-n2c(COc3ccc4ccccc4c3)nnc2SCC(=O)NCc2ccco2)cc1 | -6% | 31 | · | 2% | ? | 58 | 10µM*
CC(C)(C)c1cc[n+](-c2[nH]c(=O)sc2/C=N/N=C(\[O-])c2ccccc2)cc1 | 1% | 26* | 35%[activator] | -1% | 16% | 26 | -1%
Cc1nc2sc(-c3ccccc3)cc2c(=O)n1N | ? | 44* | 115%[activator] | 7.1µM* | -23% | 56* | 4%
S=C(Nc1ccc2c(c1)OCO2)N1CCCC1 | 6% | 26* | 1% | 3% | 7% | 87* | 51%[activator]
Cc1ccc(C(=O)COC(=O)c2cnccn2)cc1[N+](=O)[O-] | -2% | -2 | ? | -3% | 18% | -18 | -10%
FC(F)(F)c1cccc(Oc2cc(C(F)(F)F)nc(-c3ccccn3)n2)c1 | 2% | 1 | -15% | -1% | -5% | -16 | 9%
COc1ccc(CCCC(=O)NC2CCCCC2)cc1 | -2% | -2 | 66%[activator] | 3% | 4% | -8 | 22%
CCOc1cc(C(=S)N2CCOCC2)ccc1OC(=O)c1ccccc1 | -17% | 2 | ? | 8% | 12% | -28 | 0%
Cc1c(CC(=O)N2CCN(C(=O)C3COc4ccccc4O3)CC2)c(=O)oc2cc(O)c(Cl)cc12 (stereo unspecified) | 5% | -3 | ? | 1% | 6% | 20 | ?
O=C(Cc1csc(-c2ccccc2)n1)Nc1ccc(C(F)(F)F)cc1 | 2% | -2 | 53%[activator] | -3% | 2% | 1 | 14%
COc1ccc(NC(=S)N2CCCC(c3nc4ccc(C)cc4[nH]3)C2)cc1 (stereo unspecified) | -7% | 9 | ? | 2% | 5µM* | 18 | -3%
COc1cc(/C=C2/SC(=S)N(CC(=O)Nc3cccnc3)C2=O)cc(OC)c1OC | 8% | -1 | 44%[activator] | 0% | 9% | -18 | 13%
CN1CCN(CC(=O)N2CCn3c4c(c5cc(C6CCCCC6)ccc53)CCCC42)CC1 (stereo unspecified) | -6% | -2 | ? | -8% | 7.9µM* | 1 | 7.4µM*
COc1ccc(CNC(=O)/C=C/c2ccc(S(=O)(=O)N3CCOCC3)cc2)cc1 | 5% | -2 | -22% | 5% | -6% | -10 | ?
CCOc1ccccc1N1CCN(C(=O)CCCN2C(=O)c3cccc4cccc(c34)C2=O)CC1 | -2% | -3 | 9.3µM* | 7% | ? | -7 | ?
O=C(N/N=C\c1ccc(OC(=O)c2cccs2)cc1)c1ccc(Cl)cc1 | 6% | -1 | 2% | 0% | 28% | 16 | 30%[activator]
COCc1cc(=O)[nH]c(SCCS(=O)(=O)c2ccc(Cl)cc2Cl)n1 | -4% | 2 | 1% | 6% | 7% | 7 | 3%
Clc1ccc(OCCCCCN2CCCC2)c(Br)c1 | 13% | 11 | ? | -2% | 10µM* | 12 | -58%
C=CCN1C(=O)N(c2ccc(F)cc2)C(=O)C1CC(=O)Nc1ccc(Cl)cc1 (stereo unspecified) | 0% | -3 | ? | 7% | 15% | 3 | ?
COc1ccc(N2CCN(C(=O)COC(=O)c3ccc(Cl)nc3)CC2)cc1 | 7% | · | -9% | · | 0% | · | 6%
CC(=O)n1nc(-c2ccccc2)nc1NCc1cccs1 | -4% | 25* | ? | 1% | 3% | 30 | 24%
O=C(COC(=O)c1cc(Cl)cc(Cl)c1)NCCN1C(=O)CSC1=O | -2% | -1 | -20% | -2% | 2% | -8 | ?
COc1cccc(NC(=O)NC(=O)c2c(C)cc(Cl)nc2Cl)c1 | 0% | -3 | 16% | 4% | 0% | -1 | ?
Cc1nc2ccccc2nc1OCc1ccc([N+](=O)[O-])cc1 | 1% | -1 | 19%[1.15 µM] | 4% | 8% | -11 | -34%
CC(=O)N=c1sc2c3ccccc3ccc2n1C | 3% | -1 | 83%[activator] | 0% | ? | -16 | 2%
CN(C)CCn1nnc2c(=O)oc3ccccc3c21 | 0% | -2 | 16% | 0% | 16% | -13 | -2%
COc1ccc(-c2nnco2)cc1OC | -13% | -2 | ? | -4% | 0% | -5 | 16%
Cc1[nH]c2ccccc2c1/C=N/NC(=O)c1cc(-c2cccs2)[nH]n1 | 0% | 11 | ? | -4% | 11µM* | 10 | -6%
CCNC(=O)C(=O)c1c(-c2ccccc2)[nH]c2ccccc12 | 0% | -2 | -7% | 7% | 7% | -4 | 4%
O=C1CCCN2N=C(SCC(=O)Nc3cccc(F)c3)SC2=N1 | 13% | -1 | -1% | 4% | ? | 15 | ?
